Screens deposited in PubChem by National Center for Advancing Translational Sciences (NCATS).
TrxR1 substrate: rat thioredoxin reductase 1 substrate activity; O89049; purified TrxR1 substrate turnover, NADPH consumption readout; Potency, µM (doses to about 114 µM), for inactives: top-dose activity change, negative = substrate turnover; 0.01% of 390,000 active; AID 588456; further: potency means the concentration at half of the fitted maximal effect; on the % scale 0 is the no-effect control and ±100 the full control effect; nearly all actives have a fitted effect of over 50% in size
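Rat TrxR1, dispensed at 90 nM, was prereduced with 400 uM NADPH (final) for 5 min at ~22 deg C, then incubated with compound 15 min before 400 uM selenite. A first-read NADPH fluorescence drop versus no-compound background flagged substrates.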
HP1b binding inh: HP1-beta chromodomain-methylated histone interaction inhibition; P83916; AlphaScreen HP1-beta / biotin-H3K9me3 peptide binding; Potency, µM (top dose mostly 114 µM), inactives show top-dose activity change, negative = inhibition, hits mostly inhibitors; 0.56% of 390,000 active; AID 540317; further: potency means the concentration at half of the fitted maximal effect; nearly all actives have a fitted effect of over 70% in size; inactives centre near 23
Target sequence (P83916 whole entry, looked up): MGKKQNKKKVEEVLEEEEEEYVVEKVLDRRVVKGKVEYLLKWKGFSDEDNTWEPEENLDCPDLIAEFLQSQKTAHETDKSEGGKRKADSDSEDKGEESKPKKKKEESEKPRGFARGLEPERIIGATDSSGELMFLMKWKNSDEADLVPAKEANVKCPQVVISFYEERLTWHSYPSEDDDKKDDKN
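Compound inhibition of the preformed complex between 50 nM HP1-beta and 50 nM biotinylated H3K9me3 peptide was read by AlphaScreen. Buffer was PBS pH 7.4 with 0.01% Tween-20. Incubations ran 30 min at room temperature, with 10 ug/mL donor/acceptor beads.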
Pin1 inh: blocks the human prolyl isomerase Pin1; 0.009% of 390,000 active; Potency, µM (doses to about 115 µM), for inactives: top-dose activity, negative = inhibition, actives largely listed as inhibitors; Q13526; Pin1 FP peptide displacement, HiFluor488, 10 min; AID 504891; active means well fitted inhibition curve with a large enough effect in the polarisation, with a control signal flat, not every such curve was filed as active; inconclusive means small, poorly fitted or top-dose-only effect, or effect the other way, or a change in a side signal; inactive means no such curve, though single readings can be large or run the other way; the % refers to the polarisation; further: potency means the concentration at half of the fitted maximal effect; on the % scale 0 is the no-effect control and ±100 the full control effect
Target sequence (Q13526 whole entry, looked up): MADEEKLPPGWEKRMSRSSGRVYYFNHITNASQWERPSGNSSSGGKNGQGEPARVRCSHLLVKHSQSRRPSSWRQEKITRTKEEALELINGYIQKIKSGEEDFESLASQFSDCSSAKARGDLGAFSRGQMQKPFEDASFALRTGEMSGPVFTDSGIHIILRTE
TrxR1 inh: blocks rat thioredoxin reductase 1. O89049. recombinant rTrxR1, NADPH fluorescence consumption, selenite substrate. Potency, µM (doses to about 114 µM), for inactives: at the highest dose activity change, negative = inhibition, hits mostly inhibitors. 1% of 390,000 active. AID 588453; further: potency means the concentration at half of the fitted maximal effect; on the % scale 0 is the no-effect control and ±100 the full control effect; nearly all actives have a fitted effect of over 65% in size
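Rat TrxR1 (90 nM in the dispensed reagent) was pre-reduced with 400 uM NADPH for 5 min at room temperature, then incubated with compound for 15 min. After 400 uM selenite was added, NADPH fluorescence (Ex 340/Em 450 nm) was followed for 8 min.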
USP1 inh: USP1/UAF1 (human) deubiquitinase inhibition; O94782; recombinant USP1/UAF1, Ub-Rhodamine cleavage fluorescence; Potency, µM (highest dose often 57.1 µM), inactives show at the top dose activity change, negative = inhibition, actives largely listed as inhibitors; 0.23% of 390,000 active; further: potency means the concentration at half of the fitted maximal effect; on the % scale 0 is the no-effect control and ±100 the full control effect; nearly all actives have a fitted effect of over 60% in size; inactives centre near -12
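USP1/UAF1 complex (1 nM) preincubated 15 min at room temperature with compound, then Ub-Rho substrate (150 nM final) added. Kinetic fluorescence at 480/540 nm over 6 reads at 60 s intervals; 50 mM HEPES pH 7.8, 0.5 mM EDTA, 0.1 mg/ml BSA, 1 mM TCEP, 0.01% Tween-20.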
mIDH1 inhibitor: inhibitors of human mutant IDH1 R132H; O75874; IDH1-R132H enzyme, NADPH consumption, diaphorase/resazurin fluorescence; Potency, µM (top dose mostly 76.6 µM), without a hit: at the top dose activity change, negative = inhibition, actives largely listed as inhibitors; 0.093% of 390,000 active; AID 602179; further: potency means the concentration at half of the fitted maximal effect; on the % scale 0 is the no-effect control and ±100 the full control effect; nearly all actives have a fitted effect of over 65% in size
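IDH1-R132H (0.5 ug/mL) preincubated 30 min with compound, then NADPH (0.016 mM) and alpha-KG (2 mM) added; 80 min at RT, pH 7.5. Remaining NADPH coupled via diaphorase/resazurin to fluorescence (540/590 nm); concentration-response curves normalized to no-enzyme control.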
GLS inh: blocks human kidney-isoform glutaminase activity | GLS enzymatic activity, qHTS titration | Potency, µM (highest dose often 45.5 µM), inactives show at the top dose activity change, negative = inhibition, actives largely listed as inhibitors | 0.21% of 410,000 active; further: potency means the concentration at half of the fitted maximal effect; on the % scale 0 is the no-effect control and ±100 the full control effect
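Human kidney-isoform GLS in 45 mM KH2PO4 pH 8.2, 0.02% Tween-20, with compound, started with 1mM L-Glutamine (added stock). Glutamate oxidase/HRP/Amplex red coupled fluorescence read at start and after 30 min at RT.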
Tb PGK inh: blocks T. brucei phosphoglycerate kinase; AID 602233; 0.043% of 380,000 active; P07378; Potency, µM (top dose mostly 57.5 µM), for inactives: at the highest dose activity change, negative = inhibition, usual class: inhibitors; PGK/GAPDH coupled, Kinase-Glo luminescence, 60 min; further: potency means the concentration at half of the fitted maximal effect; on the % scale 0 is the no-effect control and ±100 the full control effect; nearly all actives have a fitted effect of over 60% in size
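Recombinant glycosomal PGK reaction used 1,3-bisphosphoglycerate generated in-well by GAPDH (100nM final) in 100mM TEA pH 7.6, 5mM MgCl2, 0.01% Tween-20. After 60 minutes at room temperature, ATP was read by Kinase-Glo Plus luminescence end-point.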
PI4K2A block: inhibitors of human PI4K2A; Q9BTU6; purified PI4K2A, ADP-Glo luminescence, 1 h; hits give low values; activity change, negative = inhibition, % at 76.9 µM; 0.13% of 420,000 active; AID 1346378; in the data active means activity change below about -50%; inconclusive means mostly about -30% to -49%;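 further: -100% = wells without enzyme as full effect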
Target sequence (Q9BTU6 whole entry, looked up): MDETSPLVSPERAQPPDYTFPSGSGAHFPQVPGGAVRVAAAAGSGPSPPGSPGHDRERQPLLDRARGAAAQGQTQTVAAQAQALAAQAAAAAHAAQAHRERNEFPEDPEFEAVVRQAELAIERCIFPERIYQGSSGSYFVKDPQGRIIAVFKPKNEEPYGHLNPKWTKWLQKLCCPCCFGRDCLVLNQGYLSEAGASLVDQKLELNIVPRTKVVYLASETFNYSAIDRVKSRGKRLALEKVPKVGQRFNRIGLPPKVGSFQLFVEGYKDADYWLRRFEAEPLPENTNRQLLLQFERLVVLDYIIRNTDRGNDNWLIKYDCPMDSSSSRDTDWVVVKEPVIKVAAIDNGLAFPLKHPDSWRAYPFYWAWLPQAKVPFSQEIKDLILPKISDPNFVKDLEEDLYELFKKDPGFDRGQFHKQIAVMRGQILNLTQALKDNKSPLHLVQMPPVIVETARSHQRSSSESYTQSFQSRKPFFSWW
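In this quantitative HTS, ADP production by PI4K2A was quantified luminescently after 1 h at ambient temperature; 100 microM adenosine served as plate-quality control.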
Active calls of the source: *; i = inactive; ? = inconclusive; · = not tested or not shown; & = joins results of further samples; [ ] = another dose, or the depositor's remark. Unless noted, the call rests on the fitted dose curve; in most records, active means well fitted curve in the direction sought with a large enough effect; inconclusive means small, poorly fitted or top-dose-only effect, or another doubt; inactive means no such curve, though single readings can be large; an effect the other way counts as inactive or inconclusive. The list is partial, so the mix of outcomes need not match the whole.

SMILES,TrxR1 substrate,HP1b binding inh,Pin1 inh,TrxR1 inh,USP1 inh,mIDH1 inhibitor,GLS inh,Tb PGK inh,PI4K2A block
Cc1ccc(-c2csc(NC(=O)CSc3nnc4c(n3)[nH]c3ccccc34)n2)cc1,10%[57.1 µM],27%,16%,11%[57.1 µM],-21%,3%,8%,2%,-3
CCOc1ccc(NC(=O)CCCN2C(=O)C(c3ccccc3)Oc3cccnc32)cc1 (stereo unspecified),5%&1%,36%&6%,-1%&-10%,25%&19%,-24%&-10%,-3%&-7%,-5%&8%,-8%,1&3
CCOC(=O)C(C(=O)NCc1ccc(C)cc1)c1ncc(C(F)(F)F)cc1Cl (stereo unspecified),3%[57.1 µM],32%,5%,8%[57.1 µM],-5%,2%,6%,-1%,-3
CC(=O)c1ccccc1NCC(=O)Nc1ccc(C)cc1,5%[57.1 µM],34%,-2%,4%[57.1 µM],-22%,1%,-6%,0%,-1
O=C(Cn1nnc2ccccc21)Nc1ccc([N+](=O)[O-])cc1,1%,21%,-8%,10%,-17%,-2%,11%,-1%,-1
COc1ccc(OCC(=O)NCCNC(=O)c2cccnc2)cc1,4%,-19%,?,14%,-3%,3%,-5%,0%,5
COCc1[nH]nc2c1C(c1ccc(F)cc1F)C(C#N)=C(N)O2 (stereo unspecified),10%,34%,-3%,-5%,-3%,2%,18%,-5%,-2
O=C(NCc1cccs1)c1cccc(S(=O)(=O)N2CCCCC2)c1,5%,23%,-3%,16%,-14%,-3%,9%,-4%,-1

(cont.)
SMILES,TrxR1 substrate,HP1b binding inh,Pin1 inh,TrxR1 inh,USP1 inh,mIDH1 inhibitor,GLS inh,Tb PGK inh,PI4K2A block
Cc1nc2c(c(C)nn2C(C)(C)C)c(C)c1CCC(=O)Nc1ccc(Br)cc1Br,20%,46%[activator],-4%,36%[activator],?,-8%,-4%,10%,-1
CN1C(=O)C(N=Nc2ccc([N+](=O)[O-])cc2)SC1=S (stereo unspecified),8%[57.1 µM],?,-15%,-2%[2.29 µM],-21%,15%,5%,?,-6
CCOc1ccc(S(=O)(=O)NCCC(=O)OCC(=O)NC(=O)c2cccn2C)cc1,-3%[57.1 µM],8%,-3%,9%[57.1 µM],-16%,4%,-1%,-9%,-2
CC(NS(=O)(=O)c1ccc(Br)s1)c1ccccc1 (stereo unspecified),0%,46%[activator],1%,5%,-1%,-5%,-1%,·,2
Cc1ccc(S(=O)(=O)N(CC(=O)NCc2ccncc2)Cc2ccc(F)cc2)cc1,-6%,44%[activator],-8%,4%,-8%,1%,-1%,-4%,1
O=C(CCc1nc2ccccc2c(=O)[nH]1)Nc1nnc(SCc2ccc(Cl)cc2)s1,-5%,-13%,?,14%,0%,1%,-14%,-7%,-2
COc1cccc(OC)c1C(=O)NC(=S)Nc1cc(-c2nc3ccccc3[nH]2)ccc1Cl,0%,?,7%,5%,-8%,6%,-6%,i,-8
Cc1c(Cl)c([N+](=O)[O-])nn1CC(=O)NC(C)c1ccccc1 (stereo unspecified),-12%,28%,1%,-13%,-4%,-9%,0%,-1%,-6

Carrying on:
SMILES,TrxR1 substrate,HP1b binding inh,Pin1 inh,TrxR1 inh,USP1 inh,mIDH1 inhibitor,GLS inh,Tb PGK inh,PI4K2A block
Cc1cc(C)c(NC(=O)c2sc3nc(C)cc(C)c3c2N)c(C)c1,27%,32%,3%,2%,-17%,-2%,-2%,-1%,-18
COc1ccc(COC(=O)NC2CCN(S(=O)(=O)c3ccc(OC)cc3)CC2)cc1,-7%,4%,-4%,-2%,-17%,2%,-29%,-1%,9
O=[N+]([O-])c1ccc(CSc2nnc(-c3cccnc3)o2)cc1,2%,15%,-1%,-15%,-10%,10%,-6%,-6%,-1
O=C(CCC(=O)N1CCSc2ccccc21)NC1CCCCC1,-7%[57.1 µM],45%[activator],-1%,14%[57.1 µM],-13%,14%,-3%,-6%,0
COc1cc2c(cc1OC)C(c1ccc(Br)cc1)CC(=O)N2 (stereo unspecified),-2%,8%,0%,21%,-20%,0%,-3%,i,-1
COc1cccc(CNC(=O)CN2C(=O)CSc3ccc(S(=O)(=O)N(C)C)cc32)c1,5%[57.1 µM],31%,0%,24%[57.1 µM],-21%,0%,-7%,i,2
COc1ccc(-c2nc3c(C#N)c[nH]n3c2NC2CCCCC2)c(OC)c1,-6%,13%,?,3%,?,18%,?,10%,1
Cc1ccc(C(=O)CN2C(=O)c3ccccc3S2(=O)=O)cc1,0%,35%,1%,0%,-27%,2%,3%,i,1

Next part
SMILES,TrxR1 substrate,HP1b binding inh,Pin1 inh,TrxR1 inh,USP1 inh,mIDH1 inhibitor,GLS inh,Tb PGK inh,PI4K2A block
Cc1[nH]c(=O)nc(SCc2ccc(Cl)c(Cl)c2)c1C#N,-4%,-3%,12%,5%,4%,-5%,0%,-5%,-1
Cc1ccsc1C(=O)NNC(=O)C1C2C=CC(C2)C1C(=O)O (stereo unspecified),6%[0.457 µM],21%,-1%,-3%,-6%,0%,6%,i,-2
COc1cc2c[n+](C)c3c4ccccc4ccc3c2cc1OC,111%[activator],5%,-7%,-31%,2%,5%,12%,0%,-2
O=[N+]([O-])c1ccc(Oc2ccc(OCc3ccccc3)cc2)nc1,1%,-16%,-1%,17%,-33%,9%,-8%,0%,1
COc1ccc(OCC(=O)NCCCCCCNC(=O)COc2ccc(OC)cc2)cc1,-13%,29%,0%,-20%,-9%,-14%,11%,5%,-3
CC(C(=O)NC(=O)NCc1ccccc1)N1C(=O)c2ccccc2C1=O (stereo unspecified),6%[57.1 µM],15%,-1%,7%,-11%,1%,9%,2%,8
O=C(CCCCCn1nnc2ccccc2c1=O)Nc1ccccc1F,1%,24%[57 µM],?,11%,-3%,11%,7%,i,3
O=C(NCc1ccccc1)c1ccc(C(=O)N(C2CCCCC2)C2CCCCC2)cc1,-8%,4%,0%,33%,-11%,3%,-10%,i,-3

(further entries)
SMILES,TrxR1 substrate,HP1b binding inh,Pin1 inh,TrxR1 inh,USP1 inh,mIDH1 inhibitor,GLS inh,Tb PGK inh,PI4K2A block
COc1cccc(NC(=S)Nc2ccc(O)cc2)c1,4%,-20%,-4%,-17%,?,6%,-3%,-6%,-4
COCCCNC(=O)COc1cc2c(c3oc(=O)c(C)c(C)c13)CCC(C)(C)O2,417%[activator],1%,-9%,59%[57.1 µM],-8%,-8%,6%,1%,-7
CC(C)CCNC(=O)CCSCCC(=O)NCCC(C)C,-5%,20%,-14%,3%,-18%,5%,0%,-2%,-4
COc1ccc2c3c(c(=O)oc2c1OCC(=O)C(C)(C)C)CCCC3,56%[activator],41%[activator],-2%,36%[activator],-25%,11%,1%,1%,2
C#CCOCCOCCOCCNc1nc(N2CCN(C(=O)[C@H](CO)n3cc([C@@H](N)C(C)C)nn3)CC2)nc(N2CCN(C(=O)[C@H](CO)n3cc([C@@H](N)C(C)C)nn3)CC2)n1,-7%,23%,-2%,?,-30%,-2%[38.3 µM],6%,-6%,-7
CCOC(=O)C(C)NC(=O)c1cc2c(=O)[nH]c3ccc(C)cc3c2s1 (stereo unspecified),58%[activator],34%,0%,-16%,-21%,-3%,-4%,-2%,7
CSc1cccc(NC(=O)c2nnn(CC(=O)Nc3cc(C)cc(C)c3)c2N)c1,-4%,13%,7%,15%,-20%,0%,?,i,-5
O=c1c2ccccc2n2c(-c3ccc(C(F)(F)F)cc3)nnc2n1Cc1ccccc1,8%[0.0914 µM],12%,-1%,8%[0.0914 µM],-2%,-3%,2%,2%,5

Going on with the list.
SMILES,TrxR1 substrate,HP1b binding inh,Pin1 inh,TrxR1 inh,USP1 inh,mIDH1 inhibitor,GLS inh,Tb PGK inh,PI4K2A block
COc1ccc(C2SCCN2S(=O)(=O)c2ccc(F)cc2)cc1OC (stereo unspecified),5%,29%,-7%,21%,-12%,5%,0%,-1%,1
CCCCCCCCNC(C)C(O)c1ccc(SC(C)C)cc1 (stereo unspecified),-2%,15%,0%,14%,-16%,-5%,-2%&10%,-1%,-3&-1
CCOc1ccccc1NC(=O)CN1C(=O)CC(c2ccc(C)c(C)c2)=Nc2ccccc21,3%[57.1 µM],8%,4%,20%[57.1 µM],-7%,10%,2%,3%,0
CCN(CC)c1ccc2cc(C(C)=O)c(=O)oc2c1,-22%,96%,?,-35%,?,1%,-5%,-6%,-4
NC(=O)c1ncc(C(F)(F)F)cc1Oc1ccc(C(F)(F)F)cc1,5%[57.1 µM],31%,0%,8%[57.1 µM],0%,-1%,0%,i,-2
O=C(CN1CCCC1)N1CCN(c2ccccc2)CC1,6%,38%,0%,21%,-13%,9%,16%,-12%,3
Cc1ccc(NC(=O)C2=CC(c3ccc(C)cc3)=NS(=O)(=O)N2C)cc1,-3%[57.1 µM],3%,-4%,7%[57.1 µM],-22%,5%,-7%,-8%,3
COC(=O)Cn1c(=NC(=O)c2cccc(OC)c2)sc2cc(OC)ccc21,198%,50%[activator],22%,157%[activator],-11%,2%,5%,i,-9
Cn1c(=N)c(S(=O)(=O)c2ccc(F)cc2)cc2c(=O)n3ccccc3nc21,120%[activator][57.1 µM],28%,-8%,102%[activator][57.1 µM],-10%,12%,-5%,-10%,5
Cn1c(SCC(=O)N/N=C/c2ccncc2)nc2ccccc21,5%[57.1 µM],7%,5%,10%[57.1 µM],0%,0%,4%,0%,-8
C/C(=C\c1ccccc1)C(=O)NCCN1CCOCC1,4%,50%[activator],0%,29%,-22%,3%,-10%,-8%,2
